# Gal4-VP16 FLuc: counter-screen for ROR gamma inhibitors: Gal4-VP16 reporter; Potency, µM (series often up to 53.6 µM), for inactives: at the highest dose activity, negative = inhibition, most hits filed as inhibitors; AID 2546; 3.5% of 310,000 active; Drosophila S2 Gal4-VP16 UAS-luciferase, luminescence, 20 h;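 note: Gal4-VP16 expression switched on by copper sulfate through the metallothionein promoter; % is set by controls: 0 for no effect and ±100 for the full control effect; nearly all actives have a fitted effect of over 50% in size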
# NPC1 prom act: activators of NPC1 promoter | Huh7 NPC1 promoter luciferase reporter, 24 h | AID 485313 | Potency, µM (top dose mostly 9.22 µM), for inactives: at the highest dose activation, usual class: activators | 2.4% of 320,000 active;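 note: % of control where 0% means no effect; nearly all actives have a fitted effect of over 60% in size; reporter is driven by a mutant NPC1 promoter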
#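 Huh7 cells stably carrying NPC1 promoter–luciferase, plated in Opti-MEM with 10% FBS for 2 h, were exposed to compound in DMSO for 24 h at 37 °C; luciferase reagent was added for 10 min and luminescence read.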
# CXXC DNA block: blocks binding of human MLL CXXC domain to DNA; MLL-CXXC / FITC-HOXA9 DNA fluorescence polarization; Q03164; AID 2662; 0.037% of 290,000 active; Potency, µM (titrated, usually from 115 µM), inactives show at the highest dose activity change, negative = inhibition, usual class: inhibitors; active = well fitted inhibition curve with a large enough effect in the polarisation, with a control signal flat, not every such curve was filed as active; inconclusive = small, poorly fitted or top-dose-only effect, or effect the other way, or a change in a side signal; inactive = no such curve, though single readings can be large or run the other way; the % refers to the polarisation
#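 Purified MLL-CXXC (added from a 7 uM solution) was preincubated 5 min at ambient with pinned compounds in 50 mM Tris-HCl pH 7.5, 50 mM NaCl, 1 mM DTT, 0.05% BSA. Fluorescein-labeled HOX-A9 DNA (50 nM solution) followed, 30 min, then polarization read.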
# MBNL1-CUG inh: MBNL1-poly(CUG) RNA binding inhibition | Q9NR56 | Potency, µM (doses to about 57.5 µM), for inactives: at the top dose activity change, negative = inhibition, hits mostly inhibitors | 0.036% of 280,000 active | TR-FRET MBNL1-His/biotin-(CUG)12 binding, 665/545 ratio; active = well fitted inhibition curve with a large enough effect in the signal ratio, with a control signal flat, not every such curve was filed as active; inconclusive = small, poorly fitted or top-dose-only effect, or effect the other way, or a change in a side signal; inactive = no such curve, though single readings can be large or run the other way; the % refers to the signal ratio; note: % is set by controls: 0 for no effect and ±100 for the full control effect
# Target sequence (Q9NR56 whole entry, looked up): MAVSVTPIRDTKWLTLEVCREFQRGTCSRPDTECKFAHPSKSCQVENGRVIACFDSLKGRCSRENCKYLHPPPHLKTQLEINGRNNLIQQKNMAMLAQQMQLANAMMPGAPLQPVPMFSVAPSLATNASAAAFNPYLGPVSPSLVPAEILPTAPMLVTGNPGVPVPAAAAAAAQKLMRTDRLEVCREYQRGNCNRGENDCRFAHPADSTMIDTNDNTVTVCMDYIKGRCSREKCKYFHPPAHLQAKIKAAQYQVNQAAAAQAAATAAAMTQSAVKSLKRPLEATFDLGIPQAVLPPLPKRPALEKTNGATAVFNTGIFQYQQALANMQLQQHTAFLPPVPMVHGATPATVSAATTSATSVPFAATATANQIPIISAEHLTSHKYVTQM
#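 Compound titration spanned 92 nM–58 uM against the MBNL1-His/biotin-(CUG)12 complex. After 60 min at room temperature with 5 nM streptavidin-XL665 and 0.055 ng/ul terbium anti-His, ratiometric 665/545 nm emission (Ex 340 nm) normalized to controls.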
# Rab9 prom act: activators of Rab9 promoter; Huh7 Rab9 promoter-luciferase reporter, luminescence, 24 h; Potency, µM (series often up to 9.22 µM), for inactives: at the top dose activation, negative = inhibition, usual class: activators; 2.8% of 320,000 active; note: % of control where 0% means no effect; nearly all actives have a fitted effect of over 60% in size
#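 Using Huh7 cells stably transfected with Rab9 promoter–luciferase, compounds were incubated 24 h at 37 °C, 5% CO2; luciferase luminescence was read 10 min after reagent addition.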
# uPA surface inh: inhibitors of cell surface uPA generation | cell surface uPA generation assay, qHTS | Potency, µM (top dose mostly 38.3 µM), for inactives: top-dose activity change, negative = inhibition, actives largely listed as inhibitors | 0.31% of 330,000 active; active = well fitted inhibition curve with a large enough effect; inconclusive = small, poorly fitted or top-dose-only effect; inactive = no such curve, though single readings can be large or run the other way; tested in mouse RAW 264.7 cells; note: % is set by controls: 0 for no effect and ±100 for the full control effect; nearly all actives have a fitted effect of over 55% in size
# BRCA1 expr up: increases BRCA1 expression; MCF7-BRCA1-FFLuc reporter, luminescence, 48 h; response scale: scaled: vehicle 0%, 10 µM genistein 100%; Potency, µM (top dose mostly 46.1 µM), for the others: at the top dose activation, actives largely listed as activators; 1.1% of 380,000 active; AID 624202; note: nearly all actives have a fitted effect of over 80% in size; some results filed as inactive show a strong effect at the top dose
#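 Activators of BRCA1 expression were detected as increased firefly luciferase luminescence in engineered MCF7 cells after 48 h compound incubation. Signals were scaled to genistein 10 microM as full activation.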
# RORgamma inh: inhibitors of mouse ROR gamma transcriptional activity; P51450; Drosophila S2 Gal4-RORgamma UAS-luciferase reporter, 20 h; Potency, µM (titrated, usually from 53.6 µM), without a hit: top-dose activity change, negative = inhibition, hits mostly inhibitors; 5.4% of 310,000 active; AID 2551; note: % is set by controls: 0 for no effect and ±100 for the full control effect; nearly all actives have a fitted effect of over 60% in size
#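 Stably transfected Drosophila Schneider cells are the test system, with ROR gamma fused to Gal4 and luciferase under UAS control; luminescence is read after 20 hr of 700 uM copper sulfate induction at ambient temperature.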
# FLuc counter: inhibits or activates purified firefly luciferase, miR-21 counter-screen; 6.9% of 360,000 active; purified FLuc, Km substrates, luminescence inhibition; Potency, µM (doses to about 57.5 µM), for the others: top-dose activity change, negative = inhibition, hits mostly inhibitors; P08659;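 note: plate controls were vehicle for no effect and reference inhibitor for full effect; nearly all actives have a fitted effect of over 55% in size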
# Target sequence (P08659 whole entry, looked up): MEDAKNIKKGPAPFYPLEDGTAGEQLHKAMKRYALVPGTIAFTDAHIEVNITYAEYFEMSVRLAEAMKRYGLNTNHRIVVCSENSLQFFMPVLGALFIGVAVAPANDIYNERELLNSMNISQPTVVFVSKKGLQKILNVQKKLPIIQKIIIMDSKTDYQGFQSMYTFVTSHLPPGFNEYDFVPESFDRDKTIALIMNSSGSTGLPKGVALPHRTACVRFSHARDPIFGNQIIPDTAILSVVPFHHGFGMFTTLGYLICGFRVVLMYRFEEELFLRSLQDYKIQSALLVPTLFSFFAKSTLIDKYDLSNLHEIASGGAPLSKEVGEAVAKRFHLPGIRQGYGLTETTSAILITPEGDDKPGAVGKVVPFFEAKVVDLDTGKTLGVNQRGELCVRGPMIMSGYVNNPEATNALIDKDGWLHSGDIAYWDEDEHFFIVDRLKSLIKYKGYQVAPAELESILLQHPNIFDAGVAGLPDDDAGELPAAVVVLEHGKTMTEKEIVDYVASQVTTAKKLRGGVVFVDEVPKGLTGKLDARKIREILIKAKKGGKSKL
#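 Biochemical qHTS of compounds, final roughly 60 µM downward over six points, against 10 nM purified firefly luciferase using Km concentrations of substrates (10 uM D-luciferin, 10 uM ATP) in Tris acetate pH 7.5 buffer; luminescence output.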
# ELG1 genotox: inducers of genotoxicity in HEK293T ELG1-luciferase cells. HEK293T ELG1-luciferase reporter, luminescence, 16 h. Potency, µM (top dose mostly 46 µM), inactives show top-dose activity change, positive = activation, hits mostly activators. 1.3% of 330,000 active. AID 504466; note: % of control where 0% means no effect; nearly all actives have a fitted effect of over 60% in size
#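 Step 1: seed 2,000 HEK293T ELG1-luciferase cells per well. Step 2: add compound or DMSO, incubate 16 hr at 37 °C. Step 3: ONE-Glo, 30 min at room temperature, read luminescence.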
# p53 reactivation: mutant p53 re-activation in reporter cells; Potency, µM (highest dose often 92.2 µM), without a hit: top-dose activity change, positive = activation, hits mostly activators; 0.063% of 320,000 active; H1299 p53-A138V BP100-luciferase reporter, luminescence, 24 h; AID 504706; note: % of control where 0% means no effect; nearly all actives have a fitted effect of over 45% in size
#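 H1299 (p53-null), stable ts p53-A138V + BP100-Luc; 1000 cells/well, Opti-MEM/10% FBS; cpd 4 pt, 1:5; 24 h, 37 deg C, 5% CO2; detection reagent 10 min RT; luminescence.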
# * marks the source's active call; other numbers are inactive results; u = inconclusive; x = not tested or not shown; & = joins results of further samples; [ ] = another dose, or the depositor's remark. Unless noted, calls come from the whole dose curve; as a rule, active = well fitted curve in the direction sought with a large enough effect; inconclusive = small, poorly fitted or top-dose-only effect, or another doubt; inactive = no such curve, though single readings can be large; an effect the other way counts as inactive or inconclusive. Potency is the fitted concentration of half-maximal effect. This is a subset (hit frequency here may not be typical).
SMILES,Gal4-VP16 FLuc,NPC1 prom act,CXXC DNA block,MBNL1-CUG inh,Rab9 prom act,uPA surface inh,BRCA1 expr up,RORgamma inh,FLuc counter,ELG1 genotox,p53 reactivation
COC(=O)COc1ccc(S(=O)(=O)Nc2ccccc2C(=O)OC)cc1,0%,0%,2%,8%,-2%,2%,0%,-15%,5%,1%,-11%
COc1ccccc1N(CC(O)CN1C(C)CCCC1C)S(=O)(=O)c1ccccc1 (configuration not stated),-12%,-4%,7%,-1%,0%,10%,-12%,-15%,0%,10%,-3%
CC(C)NS(=O)(=O)c1ccc(CCC(=O)N2CCCCC2)cc1,-12%,-4%,-4%,-6%,12%,1%,-4%,16%,u,0%,-2%
O=S(=O)(c1cccc(-c2nc3n(n2)Cc2ccccc2-3)c1)N1CCCC1,-4%,9%,-8%,6%,20%,0%,40%,-26%,15µM*,0%,20%
Fc1ccc(COc2ccc(Cl)cc2/C=N/Nc2nc(N3CCCC3)nc(N3CCCC3)n2)cc1,5%,-2%,9%,5%,3%,x,27%,u,2%,1%,2%
COc1ccc(Cl)cc1CN1CCN(c2nc(C)cc(C)c2C#N)CC1,0%,-2%,u,4%,-10%,12%,-17%,-1%,-2%,-15%,-12%
O=C1CN(S(=O)(=O)c2ccc(Cl)cc2)CC(=O)N1CCc1ccccc1,6%,-2%,-5%,7%,8%,x,-21%,0%,8%,2%,-2%
Cc1cc(C)cc(C(=O)NCCC(=O)NCc2cc(=O)n(C)c(=O)n2C)c1,-1%,-1%,16%,2%,-3%,6%,-1%,-9%,1%,-3%,2%
Cc1cccn2c(=O)c3cc(C(N)=S)c(=N)n(CCCN4CCOCC4)c3nc12,3%,-6%,10%,u,2%,u,-26%,-22%,-1%,1%,-7%
CCCOc1ccc(-c2nc(-c3ccc([N+](=O)[O-])cc3)cs2)cc1,-3%,-2%,14%,-2%,u,-32%,-2%,6%,u,-1%,3%
Cc1ccc(-c2cc(C(=O)NCCc3ccccn3)c3ccccc3n2)c(C)c1,-4%,3%,13%,u,2%,5%,-21%,31%,3%,-6%,2%
CCCCCN(C(=O)CCC(=O)OCC(=O)c1cccc(OC)c1)c1c(N)n(CCCC)c(=O)[nH]c1=O,3%,2%,11%,-5%,2%,2%,-5%,1%,5%,1%,17%

# Three compounds from above, ordered by the value under BRCA1 expr up, low to high:
Compound | BRCA1 expr up
Cc1cccn2c(=O)c3cc(C(N)=S)c(=N)n(CCCN4CCOCC4)c3nc12 | -26%
Cc1cc(C)cc(C(=O)NCCC(=O)NCc2cc(=O)n(C)c(=O)n2C)c1 | -1%
COC(=O)COc1ccc(S(=O)(=O)Nc2ccccc2C(=O)OC)cc1 | 0%

# Following part:
SMILES,Gal4-VP16 FLuc,NPC1 prom act,CXXC DNA block,MBNL1-CUG inh,Rab9 prom act,uPA surface inh,BRCA1 expr up,RORgamma inh,FLuc counter,ELG1 genotox,p53 reactivation
COc1ccc(N2CCN(C(=O)c3ccc(CS(=O)(=O)c4ccc(Br)cc4)o3)CC2)cc1,2%,1%,4%,1%,-6%,7%,0%,-3%,-1%&-3%,3%,-2%
COc1cc2c(cc1OC)C(COc1ccc(F)cc1)N(C(=O)c1ccco1)CC2 (configuration not stated),-13%,-2%,-7%,-2%,1%,x,5%,45%,-1%,0%,-8%
Cc1csc(=O)n1CC(=O)OC(C)C(=O)Nc1ccc(F)c(F)c1F (configuration not stated),x,-3%,x,x,3%,-1%,5%,x,13%,-3%,-1%
COc1ccccc1/C=C/c1onc(C)c1S(=O)(=O)N1CCC(C(=O)NC(C)C)CC1,-13%,-10%,x,4%,0%,-2%,0%,-7%,-1%,1%,9%
CCCCNC(=O)c1cc2c(=O)n3cccc(C)c3nc2n1C,-2%,-9%,7%,-2%,-12%,x,x,2%,-2%,-1%,-5%
CC(C)CNC(=O)c1cccc(NC(=O)Cc2ccc(Br)cc2)c1,-1%,-3%,18%,-7%,-5%,3%,-30%,37%,3%,-3%,4%
CCn1cc(C(=O)NCCCOC)c2cc(OC)c(OC)cc2c1=O,x,-4%,-4%,3%,-5%,0%,1%,-1%[0.365 µM],-6%,-4%,17%
Cc1ccc(C(C)C)cc1OCC(=O)Nc1ccccc1N1CCCC1,-3%,-1%,0%,-1%,2%,-8%,-11%,2%,2%,-12%,12%
COc1cc(/C=C2\C(=N)N3N=C(S(C)(=O)=O)SC3=NC2=O)ccc1OC(=O)c1cccs1,-1%,3%,4%,15%,6%,9%,-14%,-3%,21µM*,0%,2%
COc1ccc(C2C(C(=O)c3cccs3)=C(O)C(=O)N2c2cccc(C)n2)cc1OC (configuration not stated),0%,2%,12%,16%,-7%,11%,21%,-4%,4%,7%,3%
CS(=O)(=O)c1ccc(Cl)c(C(=O)Nc2ccc3nc(N4CCOCC4)sc3c2)c1,x,-3%,x,x,1%,0%,-53%,x,u,4%,u
COc1cc(/C=N/n2cnnc2)ccc1OC(=O)c1cccnc1,11µM*,-7%,26%,u,-15%,-3%,3%,u,1%,1%,-11%
NC(=O)CC(NC(=O)Cc1ccc(Cl)cc1)c1ccc(NC2CCN(Cc3ccccc3)CC2)c([N+](=O)[O-])c1 (configuration not stated),-17%,-1%,-5%,u,-3%,-2%,59%,20%,2%,1%,x
Cc1ccn(C(C)CC(=O)N2CCc3ccccc32)n1 (configuration not stated),u,-4%,-2%,-8%,0%,-2%,-5%,11%,-1%,0%[9.26 µM],4%
O=c1oc(CCCO)cc2ccc(/C=C/c3cccc([N+](=O)[O-])c3)cc12,x,4µM*,x,x,-6%,0%,6.3µM*,x,u,4.1µM*,11%
O=C(c1ccc2nc(N3CCOCC3)sc2c1)N1CCN(C(=O)c2ccco2)CC1,-1%,-1%,-3%,-9%,2%,17%,-16%,14%,4%,13%,1%
O=C(CSc1nnc(-c2ccccc2F)o1)N1CCCC1,7%,29%,3%,-1%,u,-2%,u,-1%,u,u,27%
Cc1ccc(CCN2CC(C(=O)NC3CCCC3)CC2=O)cc1 (configuration not stated),-4%,25%,8%,-5%,16%,2%,-10%,3%,2%,3%,-3%
CCCC1C2C(=O)N(c3ccccc3)C(=O)C2ON1c1ccccc1 (configuration not stated),-30%,-1%,20%,7%,-3%,0%,-9%,23%,5%,6%,-2%
CCN(CC)C(=O)c1cn(-c2cccc(OC)c2)c(=O)c2ccccc12,4%,4%,47%[activator],-4%,-2%,2%,19%,-3%,-1%,0%,2%
O=C(O)c1cc(C(=O)C2CC2)c[nH]1,-5%,-1%,15%,-11%,2%,2%,-12%,-1%,0%,7%,-4%
O=C(Nc1c(F)cccc1F)c1cnc(N2CCN(c3ccccn3)CC2)c2ccccc12,-14%,0%,4%,u,-8%,-6%,-94%[inhibitor],u,2%,-20%,-7%
Oc1c(CN2CCN(c3ccccc3)CC2)cc(Br)c2cccnc12,0.89µM*,-9%,11%,0%,-31%[inhibitor],u,-72%,0.56µM*,-2%,16%,24%
O=C1NCCCC1C(=O)NCCN1C(=O)CCC1=O (configuration not stated),2%,-5%,0%,0%,-1%,1%,-6%,1%,2%,3%,-2%

# Structures from the list above with fluorine, in the order listed:
SMILES,Gal4-VP16 FLuc,NPC1 prom act,CXXC DNA block,MBNL1-CUG inh,Rab9 prom act,uPA surface inh,BRCA1 expr up,RORgamma inh,FLuc counter,ELG1 genotox,p53 reactivation
Fc1ccc(COc2ccc(Cl)cc2/C=N/Nc2nc(N3CCCC3)nc(N3CCCC3)n2)cc1,5%,-2%,9%,5%,3%,x,27%,u,2%,1%,2%
COc1cc2c(cc1OC)C(COc1ccc(F)cc1)N(C(=O)c1ccco1)CC2 (configuration not stated),-13%,-2%,-7%,-2%,1%,x,5%,45%,-1%,0%,-8%
Cc1csc(=O)n1CC(=O)OC(C)C(=O)Nc1ccc(F)c(F)c1F (configuration not stated),x,-3%,x,x,3%,-1%,5%,x,13%,-3%,-1%
O=C(CSc1nnc(-c2ccccc2F)o1)N1CCCC1,7%,29%,3%,-1%,u,-2%,u,-1%,u,u,27%
O=C(Nc1c(F)cccc1F)c1cnc(N2CCN(c3ccccn3)CC2)c2ccccc12,-14%,0%,4%,u,-8%,-6%,-94%[inhibitor],u,2%,-20%,-7%

# Screens (PubChem)
